Screening data as filed in PubChem.
TDP1 cell CPT – DT40-hTDP1 cell growth loss with CPT; chicken DT40 Tdp1-/-;hTDP1 cells + 20 nM CPT, ATP luminescence, 48 h; Potency, µM (doses to about 46.2 µM), without a hit: at the highest dose activity change, negative = growth inhibition, most hits filed as inhibitors; 12% of 420,000 active; AID 686979; also: nearly all actives have a fitted effect of over 55% in size
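Chicken DT40 Tdp1-/- cells stably complemented with human TDP1 were seeded at 400 cells/well in medium containing 20 nM camptothecin, exposed to pin-transferred compounds, and grown at 37 °C for at least 48 hr. Viability was read as ATP luminescence.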
KAT2A inh – blocks human GCN5L2 histone acetyltransferase | GCN5L2 HAT assay, ThioGlo1 CoA-SH fluorescence | 0.21% of 390,000 active | AID 504327 | Potency, µM (top dose mostly 58.9 µM), inactives show at the highest dose activity change, negative = inhibition, usual class: inhibitors
Target sequence (Q92830 whole entry, looked up): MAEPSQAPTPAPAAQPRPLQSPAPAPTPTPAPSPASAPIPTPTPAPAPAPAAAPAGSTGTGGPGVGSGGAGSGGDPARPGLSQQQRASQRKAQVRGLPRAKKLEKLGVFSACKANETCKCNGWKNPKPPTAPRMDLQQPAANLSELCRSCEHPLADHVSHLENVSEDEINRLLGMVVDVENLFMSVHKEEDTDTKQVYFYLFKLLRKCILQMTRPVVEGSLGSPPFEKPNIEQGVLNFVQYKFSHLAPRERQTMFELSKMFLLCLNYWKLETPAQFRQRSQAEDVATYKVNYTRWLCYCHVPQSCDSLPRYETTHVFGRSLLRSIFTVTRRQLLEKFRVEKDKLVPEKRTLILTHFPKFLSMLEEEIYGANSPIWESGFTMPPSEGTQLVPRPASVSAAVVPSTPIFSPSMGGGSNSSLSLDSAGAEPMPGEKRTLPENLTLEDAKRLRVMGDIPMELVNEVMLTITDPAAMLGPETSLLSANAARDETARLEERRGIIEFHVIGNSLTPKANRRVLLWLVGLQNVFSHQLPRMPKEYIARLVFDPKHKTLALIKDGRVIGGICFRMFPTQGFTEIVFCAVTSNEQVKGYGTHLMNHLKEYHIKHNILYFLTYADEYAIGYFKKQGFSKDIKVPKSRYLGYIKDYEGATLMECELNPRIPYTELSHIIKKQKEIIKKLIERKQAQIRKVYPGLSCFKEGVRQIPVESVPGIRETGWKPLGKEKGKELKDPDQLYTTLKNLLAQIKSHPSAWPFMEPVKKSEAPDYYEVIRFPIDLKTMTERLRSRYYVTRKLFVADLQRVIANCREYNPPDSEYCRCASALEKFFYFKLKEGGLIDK
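ThioGlo1-coupled HAT assay: 20nM GCN5L2, 70uM acetyl-CoA, 75uM H3(1-25) peptide, pH 7.5. Fluorescence read at 340/540nm at start and after 20 min at room temperature.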
DT40 TDP1 no CPT – qHTS for Inhibitors of human tyrosyl-DNA phosphodiesterase 1 (TDP1): qHTS in cells in absence of CPT. DT40 Tdp1-/- hTDP1 cells, no CPT, ATP luminescence, 48 h. Potency, µM (series often up to 46.2 µM), for inactives: at the top dose activity change, negative = growth inhibition, most hits filed as inhibitors. 15% of 420,000 active; also: nearly all actives have a fitted effect of over 55% in size
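Luminescent ATP content (CellTiter-Glo) served as the growth readout. Knockout chicken DT40 cells expressing human TDP1 were exposed to compounds without camptothecin for a minimum 48 hr at 37 °C.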
Starred values were filed as active, the others as inactive; ? = inconclusive; · = not tested or not shown. Calls follow the shape of the dose curve; as a rule, active = well fitted curve in the direction sought with a large enough effect; inconclusive = small, poorly fitted or top-dose-only effect, or another doubt; inactive = no such curve, though single readings can be large; an effect the other way counts as inactive or inconclusive. % is scaled to controls: 0 for no effect and ±100 for the full control effect; potency is read from the fitted curve at half-maximal effect.

Sample of the layout (6 entries):
Second line of a record – TDP1 cell CPT	KAT2A inh	DT40 TDP1 no CPT
Cc1cc(-c2nn(-c3ccccc3)cc2/C=C2\SC(N)=NC2=O)ccc1OC(C)C
 : ?	-6%	?
NC(CC(=O)NC(c1ccccc1)(c1ccccc1)c1ccccc1)C(=O)O (centres undefined)
 : 16%	-4%	0%
Cc1cc(F)ccc1NC(=O)C1CCN(C(=O)c2cnn(-c3ccccc3)c2-n2cccc2)CC1
 : ?	-2%	?
CCCCN(C)S(=O)(=O)c1ccc(C(=O)N=c2sc3cc(NC(C)=O)ccc3n2C)cc1
 : ?	-3%	-86%
CCCN(CC(=O)Nc1ccccc1C)C(=O)c1cc(C)oc1C
 : -15%	-4%	23%
O=C(NCCOC(=O)c1ccc(S(=O)(=O)N2CCOCC2)cc1)c1cccnc1
 : -16%	0%	-10%

The list itself, previewed entries included:
Second line of a record – TDP1 cell CPT	KAT2A inh	DT40 TDP1 no CPT
Cc1cc(-c2nn(-c3ccccc3)cc2/C=C2\SC(N)=NC2=O)ccc1OC(C)C
 : ?	-6%	?
NC(CC(=O)NC(c1ccccc1)(c1ccccc1)c1ccccc1)C(=O)O (centres undefined)
 : 16%	-4%	0%
Cc1cc(F)ccc1NC(=O)C1CCN(C(=O)c2cnn(-c3ccccc3)c2-n2cccc2)CC1
 : ?	-2%	?
CCCCN(C)S(=O)(=O)c1ccc(C(=O)N=c2sc3cc(NC(C)=O)ccc3n2C)cc1
 : ?	-3%	-86%
CCCN(CC(=O)Nc1ccccc1C)C(=O)c1cc(C)oc1C
 : -15%	-4%	23%
O=C(NCCOC(=O)c1ccc(S(=O)(=O)N2CCOCC2)cc1)c1cccnc1
 : -16%	0%	-10%
CCN(CC)c1ccc(NC(=O)Cn2c(C)c3cnn(-c4ccccc4)c(=O)c3c2C)c(C)c1
 : ?	-6%	?
CCC(C)NC(=O)c1ccc2nc(-c3cccs3)c(-c3cccs3)nc2c1 (centres undefined)
 : 10µM*	·	13µM*
Cc1cccn2c(=O)c3cc(C(=O)N(Cc4ccccc4)C(C)C)sc3nc12
 : 16µM*	-8%	21µM*
Cc1[nH]n(-c2ccccc2)c(=O)c1/C=N/N1C(=O)c2cccc3cccc(c23)C1=O
 : ?	-5%	16µM*
O=C(Nc1ccccc1[N+](=O)[O-])C1C(c2ccccc2)=C1c1ccccc1
 : ?	-5%	?
COc1ccc(/C=C/c2nc(C#N)c(NCCN(C)C)o2)cc1OC
 : 1%	-8%	-8%
CN(C)CCC(=O)C(Cc1ccccc1)c1ccccc1 (centres undefined)
 : 5.2µM*	·	4.6µM*
C/C(CC(=O)NCc1ccco1)=N\NC(=O)COc1ccc(C)cc1
 : -12%	27%	-18%
CN(C)Cc1ccccc1-c1ccc2ncnc(N(C)C)c2c1
 : ?	1%	-16%
CCOC(=O)C1C(CC)NC(=S)NC1(C)O (centres undefined)
 : -4%	-9%	-5%
Cc1cccnc1NC(=O)Cn1nc(-c2ccccc2)oc1=S
 : -30%	-1%	?
CCCCn1c(N)c(N(CCOC)C(=O)c2ccc(N3C(=O)c4ccccc4C3=O)cc2)c(=O)[nH]c1=O
 : -3%	·	16%
O=c1[nH]c(=S)[nH]c2c1C(c1ccc(F)cc1)OC(C1CCCCC1)C2 (centres undefined)
 : ?	·	?
O=[N+]([O-])c1ccc(-c2cc3ccccc3[nH]2)cc1
 : ?	·	?
O=C1[C@@H](Oc2ccccc2)[C@@H](c2ccccc2)N1c1cccnc1
 : ?	·	13µM*
Cc1ccc(CNC(=O)C(CCC(N)=O)NC(=O)OCc2ccccc2)cc1 (centres undefined)
 : 1%	-4%	-7%
COc1ccccc1N1CCN(c2cc(=O)n(Cc3ccc(F)cc3)c(=O)[nH]2)CC1
 : 3.7µM*	3%	4.6µM*
Oc1ccc(C=NN=C2c3ccccc3-c3ccccc32)c(O)c1
 : ?	·	15µM*
CC(=O)NC12CC3CC(C1)CC(C(=O)OCC(=O)c1ccc4c(c1)OCCO4)(C3)C2
 : ?	-5%	?
Cc1occc1C(=O)Nc1cccc(/C=C/C(=O)O)c1
 : -16%	·	-15%
O=C(C(c1ccccc1)c1ccccc1)N1CCN(Cc2ccccn2)CC1
 : ?	1%	?
CC(C)c1nnc(SCC(=O)NCc2ccco2)n1C
 : 1%	-3%	-7%
COc1ccc(C(=O)N/N=C/c2cc3ccccc3[nH]c2=O)cc1
 : -19%	-8%	7%
N=c1c(S(=O)(=O)c2ccccc2)cc2c(=O)n3ccccc3nc2n1Cc1ccco1
 : ?	?	21µM*
Cc1cc(NC(=O)CC2Oc3ccccc3NC2=O)ccc1Br (centres undefined)
 : -3%	12%	?
CC(=O)c1ccc(Nc2nc3ccccc3nc2-n2nc(C)cc2C)cc1
 : -29%	-15%	-17%
CC(O)(c1cccc(F)c1)c1nc(-c2csc3ccccc23)cs1 (centres undefined)
 : ?	·	?
C=CCn1c(CSCc2ccccc2)nnc1SCC(=O)NCc1ccccc1
 : -26%	?	?
CC[n+]1cccc(Br)c1
 : 8%	·	-2%
Cc1ccc(OC(=O)CCC(=O)Oc2ccc(C)cc2C)c(C)c1
 : -3%	·	11%
CCc1ccc(S(=O)(=O)c2nnn3c2nc(Nc2ccc(C)c(Cl)c2)c2sccc23)cc1
 : ?	-13%	-17%
C=CCNC(=S)N/N=C/c1cn(C)c2ccccc12
 : ?	12%	?
CCOC(=O)c1sc(N/N=C/c2ccc(N(C)C)cc2)nc1C
 : -21%	-3%	-3%
CCN(CC(=O)Nc1ccccc1OC)C(=O)c1cc(S(=O)(=O)N2CCCCCC2)ccc1OC
 : 16µM*	-6%	12µM*
CC1(C)CN(C2CCCCC2)C(=O)[C@H]1CC(=O)Nc1ccc(Br)cc1
 : ?	·	18µM*
Cc1ccc(C)c(NC(=O)CN(C)C(=O)C2=NNC(=O)CC2)c1
 : 7%	-4%	1%
COCCCNC(=O)c1cc(-c2cccnc2)nc2ccc(S(=O)(=O)N3CCC(C)CC3)cc12
 : -14%	-16%	0%
CCOc1ccccc1C(=O)NCC(=O)NC(C)c1ccc(-n2ccnc2)cc1 (centres undefined)
 : -9%	-6%	?
Cc1c(C(=O)NC(C)c2ccccc2)c(-c2ccccc2)nn1-c1ccccc1 (centres undefined)
 : -29%	-2%	?
O=[N+]([O-])c1ccc(N/N=C2/CCCCC2c2ccccn2)c([N+](=O)[O-])c1 (centres undefined)
 : ?	-5%	?
O=C(O)c1cccc(S(=O)(=O)N2CC=C(c3ccccc3)CC2)c1
 : 7%	-5%	6%
CC(C)NC(=O)N1CC2(CCN(S(=O)(=O)c3ccccc3)CC2)C1
 : -1%	-8%	18%
CCN(CC(=O)Nc1ccc(Cl)c(S(=O)(=O)N(C)C)c1)CC(=O)NC(C)C
 : -8%	2%	-27%
COCCNC(=O)CSc1ncnc2sccc12
 : -21%	-9%	-13%
O=C(O)COc1ccccc1/C=C1\SC(=Nc2ccc(F)cc2)N(c2ccc(F)cc2)C1=O
 : -5%	?	5%
O=C1Nc2ccccc2-n2nnnc2C1N1CCN(c2ccccn2)CC1 (centres undefined)
 : 0%	·	-10%
Cc1c(C(=O)NCc2ccc(Cl)cc2)sc2nc3n(c(=O)c12)CCC3
 : ?	-6%	?
CCOc1ccc(OCC)c(NC(=O)C2CCCN(S(=O)(=O)c3c(C)noc3C)C2)c1 (centres undefined)
 : -14%	-3%	?
COCCCNC(=O)C1CCCN(S(C)(=O)=O)C1 (centres undefined)
 : -11%	1%	-3%
O=C(Cc1ccccc1)NC(=S)Nc1ccc(OC(F)F)cc1
 : -18%	-8%	-1%
CCOC(=O)C1(Cc2ccc(OC)cc2)CCN(C(=O)c2csc(C)n2)CC1
 : 6%	-3%	?
Nc1nc(SCC(=O)Nc2ccccc2Oc2ccccc2)n[nH]1
 : -24%	-2%	?
Cc1ccc2c(c1)cc(C(=O)N1CCN(c3ccccn3)CC1)n2C
 : -4%	-2%	?
Cc1ccc(Cn2nnc3c(=O)[nH]c(C4CCN(S(=O)(=O)c5ccc(S(=O)(=O)NC6CC6)cc5)CC4)nc32)cc1
 : ?	-6%	?

Two compounds from above with just TDP1 cell CPT.
Molecule	TDP1 cell CPT
CC(C)NC(=O)N1CC2(CCN(S(=O)(=O)c3ccccc3)CC2)C1	-1%
CN(C)CCC(=O)C(Cc1ccccc1)c1ccccc1 (centres undefined)	5.2µM*

Additional compounds follow.
Second line of a record – TDP1 cell CPT	KAT2A inh	DT40 TDP1 no CPT
CCn1nc(C)c(Oc2ccccc2O)c1C
 : -26%	-12%	?
COc1cccc(-c2nnc(SCCOc3ccc4c(C)cc(=O)oc4c3)o2)c1
 : -26%	-4%	?
CS(=O)(=O)N1CCN(C(=O)NC23CC4CC(CC(C4)C2)C3)CC1
 : -2%	0%	4%
CN(CC(=O)NCCc1ccc(S(N)(=O)=O)cc1)CC(=O)Nc1ccc(Cl)cc1
 : 1%	-3%	-18%
CCOc1ccc2nc(Cl)c(CN(C(C)=O)C3CCCCC3)cc2c1
 : -8%	9%	-3%
Cc1ccc(C)c(S(=O)(=O)N2CCCOC2CNC(=O)C(=O)NCCc2ccco2)c1 (centres undefined)
 : -7%	-27%	-16%
O=S(=O)(Nc1cccc(-c2nnco2)c1)c1ccc(Cl)cc1
 : -8%	-6%	-20%
CCCN(Cc1cc2cccc(C)c2[nH]c1=O)C(=O)c1cccc(OC)c1
 : ?	·	16µM*
COc1cccc(C(=O)O/N=C(\N)c2ccncc2)c1
 : -23%	-3%	2%
COC(=O)C1=NN(C(=O)c2ccc(Cl)cc2)C(O)(c2ccccc2)C1 (centres undefined)
 : -32%	1.4µM*	-8%
CCOc1ccc(N=Cc2c(O)cc(C)oc2=O)cc1
 : 10%	-4%	-2%
CCC(C)C1C(C#N)=C(N)Oc2n[nH]c(-c3ccccc3)c21 (centres undefined)
 : ?	-11%	?
Cn1c(SCC(=O)N2CCCCC2)nc2c(c1=O)SCC2
 : -8%	0%	4%
COc1cc(C(=O)NCC(=O)n2nc(C)cc2C)cc(OC)c1OC
 : -2%	-3%	0%
CSc1ncccc1C(=O)OCC(=O)N(C)c1c(N)n(Cc2ccccc2)c(=O)[nH]c1=O
 : -6%	2%	0%
COc1ccc2[nH]c(=O)c(CN(Cc3ccco3)C(=O)c3ccccc3)cc2c1
 : ?	-6%	-13%
CCC(=O)Oc1ccc2c(=O)c(-c3ccc4ccccc4n3)c(CC)oc2c1C
 : ?	0%	?
N#Cc1cc(-c2ccccc2)cnc1Sc1ccc(Cl)cc1
 : -7%	-14%	-16%
CC(=O)Nc1ccc(S(=O)(=O)NC(C)C(=O)OCC(=O)Nc2ccc(F)cc2Cl)cc1 (centres undefined)
 : -5%	·	9%
O=C(NCCc1ccccc1)c1ccccc1NC(=O)C1CC=CCC1C(=O)O (centres undefined)
 : 15µM*	3%	16µM*
O=C(C1CCC1)N1CCc2cc(S(=O)(=O)N3CCN(c4ccccn4)CC3)ccc21
 : ?	-4%	?
Cc1csc2ncc(C(=O)N(Cc3ccccc3)c3ccccn3)c(=O)n12
 : ?	1%	-24%
COc1ccc(OCCCC(=O)Nc2cccc([N+](=O)[O-])c2C)cc1
 : -21%	1%	-19%
CCOC(=O)c1cnc(-c2ccccc2)nc1-c1ccccc1
 : 20%	-22%	-27%
COc1cccc(NC(=O)CCN2CCN(c3ccccc3)CC2)c1
 : ?	0%	10µM*
Brc1ccc2nc(SCCOc3ccccc3)[nH]c2c1
 : -36%	-23%	-50%
Nc1cc(C(=O)OCC(=O)NCCCc2ccccc2)ccc1Cl
 : 1%	1%	-10%
COc1ccccc1NC(=S)N(CCc1c(C)[nH]c2ccccc12)Cc1cccs1
 : ?	-21%	?
COc1ccc(-c2cc(C#N)nc(Cl)n2)cc1
 : 4.1µM*	-12%	4.6µM*
N#Cc1c2c(c(NCCN3CCOCC3)n3c1nc1ccccc13)CCCC2
 : ?	-4%	?

In another format: results already given
COc1cccc(NC(=O)CCN2CCN(c3ccccc3)CC2)c1
  TDP1 cell CPT: ?
  KAT2A inh: 0%
  DT40 TDP1 no CPT: 10µM*

Brc1ccc2nc(SCCOc3ccccc3)[nH]c2c1
  TDP1 cell CPT: -36%
  KAT2A inh: -23%
  DT40 TDP1 no CPT: -50%

Nc1cc(C(=O)OCC(=O)NCCCc2ccccc2)ccc1Cl
  TDP1 cell CPT: 1%
  KAT2A inh: 1%
  DT40 TDP1 no CPT: -10%

COc1ccccc1NC(=S)N(CCc1c(C)[nH]c2ccccc12)Cc1cccs1
  TDP1 cell CPT: ?
  KAT2A inh: -21%
  DT40 TDP1 no CPT: ?

These rows are one share of the data; count on the stated rates, not on these rows.
